sdo1 growth: growth rescue of sdo1-depleted yeast, primary screen, S. cerevisiae, bone marrow failure model; S. cerevisiae sdo1-depleted JHY4D growth rescue, OD600 30 h; hits give high values; pdr5 snq2 efflux-pump mutant strain; z-score at 10 µM; hit rate 0.21% among 140,000; AID 817, 2007;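 active = z-score above 3 at both the 24 hr and the 30 hr optical density reads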;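 note: z-score against mean and SD of all compound wells on the same plate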
Insulin prom inh: inhibitors of insulin promoter-driven GFP, primary screen, imaging, TRM-6 cells (human fetal islet line), eGFP reporter, cell count; reporter expression induced with tamoxifen; inhibition, % at 2 µM; hit rate 0.9% among 130,000; AID 1273, 2008;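 active = inhibition above the mean plus 3 SD, with well images judged a real hit on visual review, cut at about 60% in these data, passing the limit was not always enough; inconclusive = inhibition over the cutoff but images rejected on review; inactive = inhibition not above the cutoff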
sdo1 growth Rescue 24 h: second read-out of sdo1 growth, no call of its own (marks repeat the call); z-score; S. cerevisiae sdo1-depleted JHY4D growth rescue, OD600; measured here: growth rescue at 24 h;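 0 is the plate mean of compound wells and units are plate SD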
Active calls of the source: *; i = inactive; ? = inconclusive; nt = no result given.

Molecule | sdo1 growth | sdo1 growth Rescue 24 h | Insulin prom inh
CN(Cc1ccccc1)C(=O)COc1ccc(-c2nnco2)cc1 | 0.85 | 0.24 | 13.3
Cc1ccc(S(=O)(=O)c2c(N)n(-c3ccccc3)c3nc4ccccc4nc23)cc1 | -0.04 | -0.54 | nt
O=S(=O)(c1cccc(-n2cnnn2)c1)N1CCOCC1 | 0.44 | -0.13 | nt
C[C@@H]1O[C@@H](Oc2c(-c3cc(O)c(O)c(O)c3)oc3cc(O)cc(O)c3c2=O)[C@H](O)[C@H](O)[C@H]1O | 0.63 | 0.12 | 40.0
CN(C(=O)COC(=O)c1cccnc1Nc1ccccc1F)C1CCS(=O)(=O)C1 (stereo not given) | 0.48 | 0.25 | -2.8
COc1ccc2nc(C)cc(SCC(=O)Nc3c(C)cc(C)cc3C)c2c1 | 0.2 | 2.11 | -7.1
COc1ccc(C2=Nn3c(nnc3-c3ccncc3)SC2)cc1OC | 0.13 | -0.12 | 23.6
COc1ccc(OC)c(N(CC(=O)NCc2ccccn2)S(C)(=O)=O)c1 | 0.55 | -0.09 | nt
CCOC(=O)c1sc(=NC(=O)c2ccc(OC(C)C)cc2)n(C)c1C | nt | nt | -33.3
c1ccc(N2CCN(c3ccc4nncn4n3)CC2)nc1 | 2.23 | 2.84 | nt
S=c1[nH]nc(COc2ccccc2)n1Cc1ccccc1 | -0.47 | 0.25 | -61.8
O=C(CSc1n[nH]c(-c2ccc(S(=O)(=O)N3CCCCC3)cc2)n1)Nc1nccs1 | -0.61 | -1.37 | ?
COc1ccc(NC2CC(=O)N(c3cccc(C)c3)C2=O)cc1 (stereo not given) | 0.28 | -0.19 | i
Cc1ccc(S(=O)(=O)N2CCCCC2)cc1NC(=O)CSc1nccn1C | nt | nt | -145.4
CC(Sc1ccccn1)C(=O)Nc1ccc(S(N)(=O)=O)cc1 (stereo not given) | -0.01 | -0.36 | nt
CCn1c(CCNC(=O)c2ccc(C)cc2)nnc1SCc1ccc(Cl)c(Cl)c1 | -0.64 | -0.15 | nt
CC(=O)Oc1c(C(=O)c2nnc(C)o2)c(=O)n(C)c2ccccc12 | 0.75 | 0.6 | 10.0
CC1Cc2nc(SCC(=O)N3CCOCC3)n(-c3ccccc3)c(=O)c2S1 (stereo not given) | -0.24 | -0.88 | nt
CC(C)N(CC#CC(O)(c1ccccc1)c1ccccc1)CCO | -0.73 | -0.85 | -57.1
COc1ccc(C(=O)c2ccc(Cl)cc2)c2ccccc12 | -0.43 | -0.43 | -45.8
CC1(C)Oc2ccc(C(=O)NC3CCCC3)cc2N(CC(=O)NC2CCCC2)C1=O | 2.12 | 0.8 | -62.1
COC(=O)c1ccc(-n2c(C)cc(C(=O)COC(=O)CC3Sc4ccccc4NC3=O)c2C)cc1 (stereo not given) | -0.57 | -0.12 | -11.5
CCN(CC)S(=O)(=O)c1cccc(C(=O)N[C@H](C(=O)NCc2ccc(Cl)cc2)C(C)C)c1 | 1.26 | 0.96 | -62.2
COc1ccc(OC)c(S(=O)(=O)n2nnc3ccccc32)c1 | -1.12 | -0.68 | -3.0
COCCNC(=O)C1CCN(C(=O)c2cc3sccc3n2Cc2ccc(F)cc2)CC1 | nt | nt | -3.7

Molecule | sdo1 growth | sdo1 growth Rescue 24 h | Insulin prom inh
O=[N+]([O-])c1ccc(-n2nnnc2CN2CCCCC2)cc1 | nt | nt | 42.9
CCc1[nH]c(=O)c(C#N)c2c1COC(C)(C)C2 | 0.28 | -0.3 | 42.9
CNC(=S)N/N=C/c1cc(Br)cc(Br)c1O | -1.06 | -0.63 | -20.6
COc1ccc(S(=O)(=O)N(n2c(C)nnc2-n2nc(C)cc2C)S(=O)(=O)c2ccc(OC)cc2)cc1 | 0.54 | -0.17 | -44.0
COc1cccc(OCC(=O)NC2CCCCC2)c1 | 0.37 | 0.39 | nt
CCCn1c(SC(C(=O)Nc2cc(C)ccc2OC)c2ccccc2)nc2ccccc2c1=O (stereo not given) | 0.02 | -0.11 | -3.7
CC(C)(C)c1ccccc1N=Cc1ccc2ccccc2n1 | 0.69 | 0.73 | 13.3
COc1ccc(CCNC(=O)c2ccc(Cl)cc2)cc1 | 0.67 | 1.46 | -9.9
CCCC[C@@H]1C[C@H]1[C@@H](NC(=O)c1ccccc1)c1ccccc1C(F)(F)F | 0.15 | 1.1 | 19.1
Cc1noc(C)c1C(=O)Nc1nc(-c2ccccc2Cl)cs1 | -0.25 | 0.6 | 12.5
CCOc1ccc(C(=O)OCC(=O)Nc2ccc(SC(F)F)cc2)cc1OCC | -0.74 | 0.38 | -14.3
COc1c(S(=O)(=O)N2CCCC2)ccc(Cl)c1Cl | -0.13 | -0.31 | 38.7
Clc1ccc(OCCCN2CCCC2)cc1Cl | 0.58 | 0.15 | 8.8
Cc1occc1C(=O)Nc1ccc2c(c1)CCC2 | 0.16 | -0.29 | 5.3
CC(=O)Oc1ccc2c(=O)c(-c3nc4ccccc4s3)coc2c1 | nt | nt | -64.3
O=C(/C=C(/c1ccc(Cl)cc1)n1cncn1)c1ccccc1 | -0.58 | -1.08 | 22.2
Cc1ccc(C)c(Cn2c(C(C)O)nc3ccccc32)c1 (stereo not given) | -0.58 | -0.8 | -150.0
Cn1c(O)c(C=NCC2CCNCC2)c(=O)n(C)c1=O | 1.24 | 0.63 | 60.0
COc1ccc(NC(=O)C(Sc2nnc(-c3ccncc3)n2-c2ccccc2C)c2ccccc2)cc1Cl (stereo not given) | -0.51 | -0.47 | -62.5
CCSc1nnc(NC(=O)C(CC)(C(F)(F)F)C(F)(F)F)s1 | -0.35 | 0.09 | 2.7
COc1ccc(CN(Cc2ccncc2)C(=O)CCC(=O)O)cc1 | 0.39 | -0.22 | -118.2
CC1=NN(c2ccccc2)C(=O)/C1=C\c1cn(CCC#N)nc1-c1ccc(Cl)cc1 | -0.38 | -0.12 | -6.2
O=C(Cn1cnc2c(nnn2-c2ccccc2)c1=O)NCC1CCCO1 (stereo not given) | 0.34 | -0.42 | -57.1
COc1ccc(C2CC(c3ccccc3)Nc3nc(NC(=O)c4cccs4)nn32)cc1 (stereo not given) | 0.07 | 0.33 | i
COc1ccc(NC(=S)NNC(=O)C(C)n2nc(C)c([N+](=O)[O-])c2C)cc1 (stereo not given) | 1.18 | 1.66 | -30.4

Reprinted at random: two compounds from above
Molecule | sdo1 growth | sdo1 growth Rescue 24 h | Insulin prom inh
Cc1ccc(C)c(Cn2c(C(C)O)nc3ccccc32)c1 (stereo not given) | -0.58 | -0.8 | -150.0
Cc1noc(C)c1C(=O)Nc1nc(-c2ccccc2Cl)cs1 | -0.25 | 0.6 | 12.5

Later entries:
Molecule | sdo1 growth | sdo1 growth Rescue 24 h | Insulin prom inh
N/C(=N\OC(=O)CCCOc1ccccc1)c1cccc([N+](=O)[O-])c1 | nt | nt | 33.3
N#CC1=C(S)N=C(N)C(c2nc(-c3ccccc3)cs2)C12CCCC2 (stereo not given) | -0.4 | -0.46 | -10.8
Cc1ccc(Oc2ncccc2/C=N/O)cc1 | 0.25 | -0.23 | -13.8
CC(=O)c1cc2c(cc1NC(=O)c1ccc(C)cc1)OCO2 | 1.26 | 1.86 | 52.4
CCc1nc2c(c(=O)[nH]1)C1(CCCC1)Cc1ccccc1-2 | -0.82 | -1.29 | 7.1
O=C(Nc1nc(-c2ccccn2)cs1)C1CC(=O)N(c2ccc3c(c2)OCCO3)C1 (stereo not given) | 0.66 | 0.36 | 13.8
Cc1ccc(S(=O)(=O)NC(=O)NN2CCCCCC2)cc1 | 0.23 | 0.17 | 4.8
COc1ccc(C(=O)OCC(=O)Nc2ccc(Cl)cn2)cc1 | nt | nt | 16.7
CN1CC=C2C(C#N)=C(N)C(C#N)(C#N)[C@H](c3cccc(Cl)c3)C2C1 (stereo not given in full) | 0.67 | 0.65 | -7.1
COc1ccc(CN2CN(C(C)C)CSC2=S)cc1 | -1.67 | -0.45 | -70.0
Cc1nc2c(C)cccc2cc1C(=O)N/N=C/c1ccc(N(C)C)cc1 | -0.71 | -0.31 | -51.7
CNc1nc(Sc2ccc(C)cc2)cc(C(F)(F)F)n1 | 0 | 0.08 | -44.1
Cc1cccc(NC(=O)N2CCN(Cc3ccccc3)CC2)c1 | 0.3 | -0.35 | 30.2
O=CN1CCN(C(=O)c2ccc(-c3nc4ccccc4s3)s2)CC1 | nt | nt | -7.1
O=C1C=C(N2CCOCC2)C2(CCCCC2)O1 | nt | nt | -53.3
Cc1ccc2c(c1)N(CCC(=O)NCc1cccnc1)C(=O)CO2 | 0.7 | 0.26 | -3.9
Cc1cccc(/C=N\Nc2cn[nH]c(=O)c2Cl)c1 | -0.37 | -0.26 | 20.4
O=C(CSc1nc(-c2ccc(F)cc2)cs1)Nc1ccccn1 | -0.77 | -0.13 | 13.8
O=C(CSc1nc2ccc([N+](=O)[O-])cc2[nH]1)NC1CCCC1 | 1.07 | 0.94 | -9.4
O=C(N/N=C/C1CC=CCC1)c1cc(Br)ccc1O (stereo not given) | 2.26 | 1.76 | nt
CCc1ccccc1NC(=S)N=Nc1c(O)n(C)c2ccc(S(=O)(=O)N3CCOCC3)cc12 | -0.65 | -0.49 | -192.9
CC(NC(=O)c1cc(-c2ccc3c(c2)OCO3)nc2ccccc12)C(C)(C)C (stereo not given) | -0.98 | -0.35 | nt
c1cncc(-c2nn3cnnc3s2)c1 | 0.44 | 0.28 | nt
Cc1ccc(-n2nnnc2SCC(=O)Nc2ccccc2N2CCCCC2)cc1C | -1.23 | -1.06 | nt
Cc1ccc(C(=O)N2CC(C)OC(C)C2)cc1[N+](=O)[O-] (stereo not given) | nt | nt | 36.6

Record cards, from the list above.
COc1ccc(C(=O)OCC(=O)Nc2ccc(Cl)cn2)cc1 is listed as sdo1 growth: nt; sdo1 growth Rescue 24 h: nt; Insulin prom inh: 16.7
CCc1ccccc1NC(=S)N=Nc1c(O)n(C)c2ccc(S(=O)(=O)N3CCOCC3)cc12 is listed as sdo1 growth: -0.65; sdo1 growth Rescue 24 h: -0.49; Insulin prom inh: -192.9

Going on with the list.
Molecule | sdo1 growth | sdo1 growth Rescue 24 h | Insulin prom inh
COc1ccc(C(=O)NCC2(c3ccccc3)CCOCC2)cc1[N+](=O)[O-] | 0.48 | -0.31 | -12.5
O=C(NC(=S)NCCC1=CCCCC1)c1cncc(Br)c1 | -1.33 | -0.31 | -48.5
O=C(Nc1ccc(/C=C/c2nc3ccccc3o2)cc1)c1c(F)cccc1F | -0.68 | 1.2 | 9.1
Cc1cc(C)n2nc(-c3ccco3)nc2n1 | nt | nt | 15.0
CC(C)(C)NC(=O)C(c1cccnc1)N(C(=O)c1ccc(Cl)nc1)C1CCCC1 (stereo not given) | nt | nt | -66.7
Cc1cc(NC(=O)CSc2ccc3nnc(-c4cccs4)n3n2)no1 | 1.1 | 0.85 | nt
CCOC(=O)C1=C(C)C(c2ccccc2OC)NC(=O)N1 (stereo not given) | 0.81 | -0.36 | nt
O=C(NCc1nnc(SCC(=O)N2CCOCC2)o1)c1c(F)cccc1Cl | nt | nt | -107.1
CCN1CCn2c3c(c4cc(Br)ccc42)CCCC31 (stereo not given) | nt | nt | 45.5
COCCn1c(SC(C)C(=O)Nc2ncc(Cl)cc2Cl)nc2ccccc21 (stereo not given) | -0.82 | -0.76 | -40.0
CC(C)Oc1ccc(C(=O)NC(C)(C)CO)cc1 | 0.5 | -0.09 | 16.7
CCn1c(=O)cc(OCC(=O)NCc2cccs2)c2ccccc21 | nt | nt | -20.0
O=c1/c(=C/c2cn(-c3ccccc3)nc2-c2ccc(F)cc2)sc2nc3ccccc3n12 | 0.34 | -0.11 | -9.3
COc1cccc(C(=O)NC2CCN(C(=O)N3c4ccccc4Sc4ccccc43)CC2)c1 | -0.16 | -0.42 | 25.0
O=C(O)c1ccc(/C=N/N2CCN(Cc3ccc(Cl)cc3)CC2)cc1 | nt | nt | -13.3
O=C(c1ccc([N+](=O)[O-])cc1)N1CCSC1c1cccc(Cl)c1 (stereo not given) | nt | nt | -7.7
O=S(=O)(NCc1ccco1)N1CCOCC1 | 1.23 | 1.41 | -493.8
COC(=O)NNS(=O)(=O)c1ccc(C)cc1 | 1.38 | 0.7 | -21.4
COCCN1Cc2cccc(C(=O)Nc3c(C)cccc3C)c2C1=O | -0.6 | -1.11 | nt
C=C1c2cc(C)ccc2NC(=O)N1c1ccccc1 | -0.61 | -0.78 | 14.3
Cc1cccc(NCC(=O)N/N=C\c2c[nH]c3ccccc23)c1 | nt | nt | 10.0
Cc1nc(NC(=O)C23CC4CC(CC(C4)C2)C3)sc1Cc1ccc2c(c1)OCO2 | -0.27 | 0.79 | nt
Oc1cccc(Oc2ncc(C(F)(F)F)cc2Cl)c1 | nt | nt | -11.8
O=C1OCc2cccc3cccc1c23 | 1.18 | 0.39 | 53.9
O=C(NCc1ccncc1)C(=O)C1C(=O)Nc2ccccc21 (stereo not given) | nt | nt | 9.5

Molecule | sdo1 growth | sdo1 growth Rescue 24 h | Insulin prom inh
O=C(CN1CCC(n2nnc3cc(F)ccc32)CC1)N1CCc2ccccc2C1 | 0.48 | -0.11 | -30.8
COc1ccccc1NC(=O)CSc1nnc(Cn2cnc3ccccc32)n1C | 0.29 | -0.4 | nt
O=C(N/N=C/c1cn(-c2ccccc2)nc1-c1cc2ccccc2o1)c1ccccc1Br | -1.6 | -1.08 | 3.2
COc1ccc(-c2nnc(N(C)C(=O)C3CCOC3)s2)cc1 (stereo not given) | -0.32 | -0.16 | -309.5
Cn1c(Cc2ccc3c(c2)OCO3)nnc1SCC(=O)N1CCc2ccccc2C1 | 1.59 | 2.14 | -33.3
O=C(CSc1n[nH]c(=O)[nH]c1=O)N/N=C/c1ccccc1O | -0.25 | -0.21 | 10.7
O=C(NC(Cc1ccccc1)C(=O)OCC(=O)N1CCc2ccccc21)c1ccco1 (stereo not given) | -0.14 | -0.19 | nt

Bioassay records (PubChem)

An excerpt, so the mix of outcomes need not match the whole.
